AddAB inh: less growth of phage-infected E. coli with AddAB. inhibition, % at 11.9 µM. 0.29% of 330,000 active. E. coli expressing H. pylori AddAB, absorbance growth. AID 435030; in the data active means inhibition above about 12%;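 further: 0% = vehicle wells of infected cells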
Tat export inh: E. coli Tat transport inhibition; inhibition, % at 10 µM; E. coli MC4100 TorA-mCherry Tat export, fluorescence; 0.036% of 340,000 active;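 active means mean replicate inhibition at least 50% and at least half of replicates individually reaching 50%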;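 further: exported cargo escapes ClpAP degradation while cytoplasmic cargo is degraded and loses fluorescence; 0% = median of neutral control wells and 100% = median of NaSCN control wells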
Mot1-301 SUMO: blocks SUMOylation pathway, rescuing yeast Mot1-301 growth; growth rescue, % at 18.8 µM; S. cerevisiae Mot1-301 growth rescue, ATP luminescence, 38.5C; percent above DMSO median, 100 means doubled; 1% of 320,000 active;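 active means every valid replicate shows activation above 250% relative to neutral control wells; inactive means the rest, any valid replicate at or below 250%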;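 further: OY570 slx delta 5 strain wells were the positive control but not used for scaling; some compounds called inactive have numbers as strong as hits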
PKA-R1A act: PKA-R1A complex activation; P00514+P68181; PKA-R1A dissociation, Cy5-IP20 fluorescence polarization; scaled: DMSO 0%, 113 µM cGMP 100%; activation, % at 11.4 µM; 0.083% of 340,000 active; AID 504707;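 active means percent activation above the mean of all tested compounds plus 3 SD, cut at about 19% in these data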;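 further: higher means more PKAc released from R1A so a rise in polarization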
CDK5 inh: inhibitors of human CDK5/p35 kinase. Q00535+Q15078. Recombinant CDK5/p35, ADP-Glo luminescence, 60 min. inhibition, % at 10 µM. 0.01% of 330,000 active. AID 488839;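 active means highest replicate inhibition of at least 50% and at least 75% of replicates reaching 50%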;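 further: plate controls were DMSO neutral control for no effect and GW8510 at 10 µM for full effect; many of its hits are not listed in these tables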
phage Ecoli inh: E. coli growth loss with phage present; growth absorbance; inhibition, % at 11.9 µM; 0.26% of 360,000 active; AID 651602; in the data active means inhibition above about 11%
E coli growth: bacterial growth inhibition, counter-screen for AddAB inhibitors; E. coli V3065 growth, OD600 absorbance, 18 h; inhibition, % at 11.9 µM; 0.27% of 330,000 active;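 active means inhibition above the campaign's mean inhibition across all tested compounds plus 3 SD, cut at about 9.9% in these data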;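 further: uninfected addAB+ strain grown without phage in ampicillin broth; 0% = DMSO wells and 100% = ciprofloxacin 0.95 µg/ml wells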
HTR5A ag: HTR5A agonism, opioid heterodimer counter-screen; P47898; HTR5A agonist assay, luminescence, cell-based; activation, % at 9.3 µM; 0.61% of 340,000 active; AID 504692; in the data active means activation mostly above about 9.5%, no sharp cut-off; inactive means mostly below about 7.6%;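 further: 0% = cells with vehicle only and 100% = reference agonist; strong numbers were not always called active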
Target sequence (P47898 whole entry, looked up): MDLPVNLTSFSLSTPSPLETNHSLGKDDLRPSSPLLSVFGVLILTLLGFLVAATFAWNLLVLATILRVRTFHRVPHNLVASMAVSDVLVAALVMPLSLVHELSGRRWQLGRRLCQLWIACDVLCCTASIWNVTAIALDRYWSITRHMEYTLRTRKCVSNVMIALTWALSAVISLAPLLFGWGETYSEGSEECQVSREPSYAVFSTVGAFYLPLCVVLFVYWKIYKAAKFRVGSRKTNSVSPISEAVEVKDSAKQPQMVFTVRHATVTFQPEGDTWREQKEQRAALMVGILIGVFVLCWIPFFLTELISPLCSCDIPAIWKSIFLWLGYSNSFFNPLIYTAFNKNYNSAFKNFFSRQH
DAGLB inhibitor: blocks human DAGLB lipase activity | AID 504411 | HEK293T DAGLB membrane lysate, EnzChek fluorogenic substrate | 0.059% of 340,000 active | inhibition, % at 5.17 µM; in the data active means inhibition above about 34%;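 further: 0% = enzyme with vehicle and 100% = wells lacking enzyme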
Target sequence (Q8NCG7 whole entry, looked up): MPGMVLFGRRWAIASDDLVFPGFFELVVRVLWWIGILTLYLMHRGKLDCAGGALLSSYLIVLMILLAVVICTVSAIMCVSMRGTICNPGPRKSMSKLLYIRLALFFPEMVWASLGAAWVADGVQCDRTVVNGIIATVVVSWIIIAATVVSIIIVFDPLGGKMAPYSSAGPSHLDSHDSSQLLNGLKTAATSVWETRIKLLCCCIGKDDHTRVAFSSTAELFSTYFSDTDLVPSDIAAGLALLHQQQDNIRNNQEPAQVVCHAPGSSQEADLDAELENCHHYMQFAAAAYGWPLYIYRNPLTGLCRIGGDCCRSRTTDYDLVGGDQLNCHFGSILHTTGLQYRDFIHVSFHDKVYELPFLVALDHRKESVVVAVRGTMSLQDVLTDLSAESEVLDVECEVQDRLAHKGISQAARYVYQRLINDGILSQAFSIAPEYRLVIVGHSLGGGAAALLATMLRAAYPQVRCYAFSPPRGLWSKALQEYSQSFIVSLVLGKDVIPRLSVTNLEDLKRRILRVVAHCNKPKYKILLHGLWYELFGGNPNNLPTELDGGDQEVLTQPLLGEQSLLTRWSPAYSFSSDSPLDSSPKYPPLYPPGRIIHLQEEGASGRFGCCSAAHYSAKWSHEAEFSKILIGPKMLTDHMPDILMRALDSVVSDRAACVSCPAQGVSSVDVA
PKA-R2B act: activators of human PKA-R2B complex; PKA-R2B holoenzyme dissociation, Cy5-IP20 fluorescence polarization; R2B truncated from residue 108, S112A mutant; 0% DMSO only, 100% 113 µM cGMP; activation, % at 11.4 µM; 0.079% of 340,000 active; AID 504700;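 active means activation above a cutoff set at the mean over all compounds plus 3 SD, cut at about 18% in these data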;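 further: higher means more holoenzyme dissociation and a rise in polarization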
HTR5A inv ag: HTR5A inverse agonism, opioid heterodimer counter-screen; inhibition, % at 9.3 µM; 0.083% of 340,000 active; P47898; HTR5A cell line, luminescence; in the data active means inhibition mostly above about 23%, no sharp cut-off; inactive means mostly below about 18%;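 further: 0% = cells with DMSO and 100% = no-cell wells with DMSO; some compounds called inactive have numbers as strong as hits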
Starred values were filed as active, the others as inactive; . = not tested or not shown.

SMILES | AddAB inh | Tat export inh | Mot1-301 SUMO | PKA-R1A act | CDK5 inh | phage Ecoli inh | E coli growth | HTR5A ag | DAGLB inhibitor | PKA-R2B act | HTR5A inv ag
CC(C)C[C@H]1CNC(=S)N1CC1CCCN1C[C@H](Cc1ccc(O)cc1)N1C[C@H](Cc2ccccc2)N(CC2CCCCC2)C1=S (stereo not given in full) | . | 5 | . | 0 | -0.4 | 3.0 | . | -4 | -12 | -1 | 14
COc1ccc(-n2c(SCCC#N)nnc2-c2cc(Cl)ccc2OC)cc1Cl | 2.0 | -4 | 3 | -4 | -0.3 | 0.5 | 1.4 | -6 | -3 | -6 | -7
CC(C)Cn1c(N)c(C(=O)COC(=O)[C@@H]2CCCN2C(=O)c2cccs2)c(=O)n(C)c1=O | 1.5 | -1 | 6 | -2 | 0.2 | 2.4 | 0.2 | 5 | 1 | -2 | -14
Cc1nc(C)c(C(=O)N2CCCC(C(=O)c3cc(F)ccc3F)C2)s1 (stereo not given) | 4.4 | -3 | 99 | 8 | 0.7 | 2.0 | -0.2 | -1 | -1 | 10 | 4
COc1ccc(N/C(N)=N/c2nc(CSc3nnc(C)s3)cc(=O)[nH]2)cc1 | -0.2 | 2 | -13 | -2 | -0.1 | 3.7 | 0.0 | -5 | 0 | -15 | 14
CN1C(=O)/C(=C/c2ccc(OCc3ccccc3F)cc2)NC1=S | 0.7 | -6 | 375* | -6 | 0.1 | 2.9 | -0.2 | 1 | -4 | -7 | -4
NC(=O)CC(NC(=O)c1ccc(Br)cc1)c1ccc(N2CCCCCCC2)c([N+](=O)[O-])c1 (stereo not given) | 1.8 | 4 | -15 | -5 | 0.8 | 3.0 | 1.0 | 0 | 18 | 2 | -10
CCOc1cc(/C=N/O)cc(Br)c1OC | -0.2 | 0 | 341* | -5 | 4.9 | 1.7 | 0.6 | -5 | -6 | -5 | 12
COc1ccc(S(=O)(=O)N2CCC(C(=O)Nc3cc(Cl)ccc3N3CCOCC3)CC2)cc1OC | 4.7 | -6 | 3 | -4 | 1.0 | 3.8 | -2.1 | 0 | 1 | 0 | 1
Oc1[nH]c2ccccc2c1C=Nc1ccccc1 | 1.9 | 0 | 0 | -1 | -1.0 | 2.5 | 1.3 | 6 | 2 | -1 | 6
Fc1ccc(-n2cc(-c3ccccc3)c3c(=S)nc[nH]c32)cc1 | 2.7 | 5 | 114 | -16 | 1.4 | 4.1 | 4.4 | -3 | 0 | 3 | 12
O=C(COc1ccc(F)cc1)Nc1c(C(=O)N2CCC(N3CCCCC3)CC2)oc2ccccc12 | 3.2 | -3 | -7 | 1 | -3.0 | -1.2 | 0.8 | -1 | 0 | 8 | 12
C=CCn1c(=O)c2c(C)c(C)sc2n2c(Nc3ccc(OC)cc3)nnc12 | 1.4 | 4 | 143 | -11 | 1.4 | 1.7 | 2.7 | 1 | 3 | -3 | -14
Cc1ccc(S(=O)(=O)N2CCCCC2C(=O)O)s1 (stereo not given) | 3.6 | 1 | 13 | -8 | 0.3 | 0.3 | 1.4 | 7 | 1 | -11 | -19
O=C(O)CC(SCC(=O)Nc1ccc(Cl)c(S(=O)(=O)N2CCOCC2)c1)C(=O)O (stereo not given) | 4.1 | 6 | 51 | -3 | -2.2 | 1.9 | 0.0 | 3 | 3 | 11 | -11
CCCSc1nc(C)c(CC(=O)OCC)c(=O)[nH]1 | 2.6 | 4 | -10 | -13 | 0.2 | 1.6 | -0.3 | -1 | 0 | 1 | 15
CN(Cc1ccccc1NCC(=O)Nc1ccccc1C#N)C1CCCCC1 | 3.5 | -2 | -19 | 0 | -0.3 | 0.5 | 1.6 | 4 | -1 | -1 | -12
CC(=O)Nc1ccc(Nc2nc3ccccc3n3cnnc23)cc1 | 1.6 | -10 | 28 | 0 | 2.3 | 1.6 | -0.1 | -2 | -3 | -8 | 6
Cc1nc(-c2ccccn2)nc(N2CCOCC2)c1Cl | -2.0 | 5 | 1 | -12 | -0.8 | -1.4 | 0.1 | 2 | -2 | -4 | -6
COC(=O)c1c(NC(=O)CCCC(=O)O)sc2c1CCCCC2 | 0.5 | -6 | -11 | 9 | -0.4 | 2.5 | 2.9 | 3 | 2 | 11 | 19

Among those listed so far, these have fluorine:
SMILES | AddAB inh | Tat export inh | Mot1-301 SUMO | PKA-R1A act | CDK5 inh | phage Ecoli inh | E coli growth | HTR5A ag | DAGLB inhibitor | PKA-R2B act | HTR5A inv ag
Cc1nc(C)c(C(=O)N2CCCC(C(=O)c3cc(F)ccc3F)C2)s1 (stereo not given) | 4.4 | -3 | 99 | 8 | 0.7 | 2.0 | -0.2 | -1 | -1 | 10 | 4
CN1C(=O)/C(=C/c2ccc(OCc3ccccc3F)cc2)NC1=S | 0.7 | -6 | 375* | -6 | 0.1 | 2.9 | -0.2 | 1 | -4 | -7 | -4
Fc1ccc(-n2cc(-c3ccccc3)c3c(=S)nc[nH]c32)cc1 | 2.7 | 5 | 114 | -16 | 1.4 | 4.1 | 4.4 | -3 | 0 | 3 | 12
O=C(COc1ccc(F)cc1)Nc1c(C(=O)N2CCC(N3CCCCC3)CC2)oc2ccccc12 | 3.2 | -3 | -7 | 1 | -3.0 | -1.2 | 0.8 | -1 | 0 | 8 | 12

Other records follow.
SMILES | AddAB inh | Tat export inh | Mot1-301 SUMO | PKA-R1A act | CDK5 inh | phage Ecoli inh | E coli growth | HTR5A ag | DAGLB inhibitor | PKA-R2B act | HTR5A inv ag
CCc1ccc2oc(-c3ccc(N)cc3)nc2c1 | -2.0 | 14 | 18 | -10 | 1.0 | 1.2 | 0.2 | 2 | 1 | -4 | 0
O=C1CSC(c2ccncc2)N1Cc1ccccc1 (stereo not given) | 0.9 | 3 | -15 | 7 | 0.2 | 1.4 | 0.9 | 1 | 0 | 12 | 17
Cc1cc(C)nc(SCCC(=O)Nc2ccccc2C)n1 | 1.0 | 0 | . | -4 | -0.8 | 0.5 | 1.6 | 5 | -2 | 5 | -18
Cc1cccc(NC(=S)NCc2ccccn2)c1 | 3.6 | -9 | 470 | 8 | 0.7 | -1.6 | -0.8 | 1 | 2 | 8 | -10
CC(=O)NC1Sc2ccccc2N=C1c1ccccc1 (stereo not given) | 3.2 | 7 | . | -11 | -1.2 | 3.9 | 2.3 | 0 | -2 | 1 | 0
O=C(CC(Nc1ccccc1Cl)C(=O)OCC(=O)c1cccs1)c1ccccc1 (stereo not given) | 5.7 | 5 | -9 | 8 | 0.5 | 3.0 | 1.6 | -3 | -3 | -4 | 10
Fc1ccc(OCc2nn3c(Cn4nnc5ccccc54)nnc3s2)cc1 | 0.1 | 9 | 52 | -3 | 0.7 | 2.9 | -0.4 | 5 | 3 | -10 | -1
CC(C)c1ccc(/C=C2\C(=N)N3N=C(CC(=O)N4CCCCC4)SC3=NC2=O)cc1 | -2.4 | -1 | 1 | 7 | 0.7 | 2.5 | 1.5 | -1 | 1 | -7 | 4
OCC[C@H]1C[C@@H](O)[C@H](O)[C@]2(OCCc3ccccc32)O1 | 2.6 | -13 | 7 | 4 | -0.4 | 1.8 | 2.3 | 5 | -5 | -6 | -15
Cc1ccc(S(=O)(=O)NCC(=O)OCC(=O)NCc2ccc3c(c2)OCO3)cc1 | . | 0 | . | 1 | 0.2 | 1.6 | . | 6 | 3 | 0 | -15
CCOC(=O)N1CCN(C(=O)c2ccc(S(=O)(=O)Nc3ccccc3)cc2)CC1 | -2.0 | 0 | -17 | -1 | 0.0 | 0.7 | -0.3 | -2 | -2 | -2 | 9
CC(NC(=S)Nc1ccc(F)cc1)C(c1cccs1)N1CCOCC1 (stereo not given) | -2.1 | -11 | -1 | -11 | -0.3 | -1.2 | -0.2 | 4 | 0 | 4 | -12
Cn1c(N)c(C(=O)COC(=O)CCCOc2ccc(Cl)cc2Cl)c(=O)n(C)c1=O | 0.2 | 4 | 3 | 0 | -1.6 | 2.6 | -2.5 | -12 | -2 | -4 | -10
CCOc1cccc(C(=O)Nc2nc(-c3ccc(S(=O)(=O)N4CCOCC4)cc3)cs2)c1 | 2.5 | 4 | 14 | -3 | 0.1 | 4.5 | -1.0 | 5 | -2 | 3 | 14
Cc1ccc(NC(=O)Nc2cccc(C)n2)c(C)c1 | 3.7 | 0 | -11 | 4 | -0.6 | 0.3 | -0.2 | -4 | 1 | 2 | 0
O=[N+]([O-])c1cccc(/C=N/Nc2nnc(-c3ccccc3)c(-c3ccccc3)n2)c1 | 2.3 | -1 | -6 | -4 | 0.0 | 4.2 | 0.1 | 5 | -1 | -1 | -24
O=C(NCC(=O)N(Cc1ccco1)C(C(=O)NC1CCCC1)c1cccnc1)c1cccs1 (stereo not given) | 0.2 | -11 | -7 | -2 | 0.2 | 1.4 | -2.6 | -1 | -2 | 5 | 15
Cc1c(-c2ccccc2)[n+](=O)c(-c2ccco2)c(C)n1[O-] | 0.0 | -5 | -4 | 0 | 2.3 | 2.6 | -1.8 | -4 | 0 | 0 | 11
Cc1ccc(S(=O)(=O)N(C)C)cc1NC(=O)COC(=O)CCC(=O)c1cccs1 | 0.8 | -5 | 44 | -11 | -0.5 | -2.6 | 3.3 | 2 | -2 | 6 | -5
Cc1noc(NS(=O)(=O)c2ccc(NC(=O)c3cnc4scc(C)n4c3=O)cc2)c1C | -1.6 | -7 | 81 | 0 | 0.0 | 3.3 | 0.2 | 1 | 2 | -1 | -3

Arranged by the number under DAGLB inhibitor (high to low): some entries from above.
mol	DAGLB inhibitor
CC(NC(=S)Nc1ccc(F)cc1)C(c1cccs1)N1CCOCC1 (stereo not given)	0
O=[N+]([O-])c1cccc(/C=N/Nc2nnc(-c3ccccc3)c(-c3ccccc3)n2)c1	-1
O=C(NCC(=O)N(Cc1ccco1)C(C(=O)NC1CCCC1)c1cccnc1)c1cccs1 (stereo not given)	-2

Other structures follow:
SMILES | AddAB inh | Tat export inh | Mot1-301 SUMO | PKA-R1A act | CDK5 inh | phage Ecoli inh | E coli growth | HTR5A ag | DAGLB inhibitor | PKA-R2B act | HTR5A inv ag
Cc1cc(C)c(C)c(N=Nc2nc3ccccc3n2C)c1C | 2.5 | 19 | 9 | 0 | -0.6 | 2.0 | -0.6 | 11 | 29 | 9 | -40
O=C1c2ccccc2C(=O)N1C/C=C/c1ccccc1 | 1.9 | -1 | 34 | -6 | 1.8 | 3.2 | -0.1 | 1 | -3 | -6 | 11
CC(=O)c1cc(NC(=O)c2cccc(C(F)(F)F)c2)c(=O)oc1C | 3.1 | -3 | 176 | . | -0.3 | 4.0 | -0.4 | . | . | . | .
O=C(NC1CC1)C1=C[C@H](C2CC2)C[C@H](OCCCCO)O1 | 4.8 | -2 | -23 | 2 | 0.9 | 1.7 | 3.1 | -1 | 0 | -13 | 2
COc1ccc(CNC(=O)C(C)NC(=O)c2cc3ccccc3o2)cc1 (stereo not given) | 2.2 | 2 | -10 | -8 | -0.6 | 3.4 | 0.4 | 7 | -2 | 2 | 14
COc1ccc(-c2noc(CNC(=O)CCCN3C(=O)[C@H]4CC=CC[C@H]4C3=O)n2)cc1 | 2.1 | 9 | 18 | -4 | -7.6 | 0.5 | 0.8 | 2 | 0 | 5 | -27
COc1ccc2c(c1)[N+](C)(C)C(C)(C)C=C2C | 2.0 | 8 | 7 | -5 | 0.9 | 1.6 | -0.3 | 4 | 1 | 2 | 20
